Compound activity deposited in PubChem by National Center for Advancing Translational Sciences (NCATS).
Mito fusion act – mitochondrial division inhibition or fusion activation; AID 485298; Potency, µM (top dose mostly 46.1 µM), without a hit: top-dose growth rescue (activation), actives largely listed as activators; 320,000 tested, 0.23% active; S. cerevisiae fusion-defective mutant growth rescue, CellTiterGlo 48 h;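 note: potency is the fitted concentration of half-maximal effect; % of control where 0% means no effect; nearly all actives have a fitted effect of over 45% in size; temperature-sensitive fusion mutants such as fzo1-1 at 37 °C on non-fermentable ethanol glycerol medium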
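S. cerevisiae fusion-defective temperature-sensitive mutants (e.g. fzo1-1, mgm1-5) grown 48 h at 37C in YPEG (ethanol/glycerol non-fermentable) medium with 23 nl compound per well; growth rescue read as CellTiterGlo luminescence.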
Eya2 phos inh – inhibitors of human Eya2 phosphatase activity | Potency, µM (titrated, usually from 76.9 µM), inactives show at the top dose activity, negative = inhibition, hits mostly inhibitors | recombinant Eya2, OMFP fluorescence dephosphorylation (OMFP is methylfluorescein phosphate) | O00167 | AID 488837 | 330,000 tested, 0.006% active; note: potency is the fitted concentration of half-maximal effect; % is set by controls: 0 for no effect and ±100 for the full control effect
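Eya2 (0.2 uM) preincubated 10 min at ambient with compound, then OMFP substrate added at 50 uM; 10 min reaction in 50 mM HEPES pH 7.5, 50 mM NaCl, 5 uM MgCl2, 0.05% BSA, 1 mM DTT. Fluorescence read at Ex 485/Em 525 nm.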
uPA generation – inhibitors of cell surface uPA generation; cell surface uPA generation assay, qHTS; Potency, µM (doses to about 38.3 µM), for the others: top-dose activity change, negative = inhibition, actives largely listed as inhibitors; 330,000 tested, 0.31% active; AID 540303; active = well fitted inhibition curve with a large enough effect; inconclusive = small, poorly fitted or top-dose-only effect; inactive = no such curve, though single readings can be large or run the other way; tested in mouse RAW 264.7 cells; note: potency is the fitted concentration of half-maximal effect; % is set by controls: 0 for no effect and ±100 for the full control effect; nearly all actives have a fitted effect of over 55% in size
TSHR antag – antagonists of human thyroid stimulating hormone receptor | TSHR-expressing cells, TSH-stimulated cAMP HTRF, 2 h; hits give low values | activity change, negative = inhibition, % at 11.5 µM | AID 504810 | P16473 | 330,000 tested, 0.2% active;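 active = activity change below a set negative limit, meaning inhibition stronger than a set level, cut at about -70% in these data; inconclusive = activity change between two set negative limits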; note: % is set by controls: 0 for no effect and ±100 for the full control effect
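TSHR-expressing cells were treated with compounds, then stimulated with TSH at EC80 (4nM final) for 2 hours at 37 deg C. Cellular cAMP was measured by HTRF competition between lysate cAMP and cAMP-d2 for a cryptate-labelled anti-cAMP antibody.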
ELG1 repair inh – blocks ELG1-dependent DNA repair in HEK293T cells; 330,000 tested, 2.3% active; HEK293T ELG1-luciferase reporter, luminescence, 16 h; DNA damage induced by 5-fluorouridine; AID 504467; Potency, µM (series often up to 46.1 µM), inactives show at the highest dose activity change, negative = inhibition, most hits filed as inhibitors; note: potency is the fitted concentration of half-maximal effect; % is set by controls: 0 for no effect and ±100 for the full control effect; nearly all actives have a fitted effect of over 55% in size
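In this reporter screen, reduction of luminescence relative to DMSO vehicle indicated activity. Compounds and 5-fluorouridine were added together to 2,000 cells per well, incubated for 16 hr at 37 °C, then developed with ONE-Glo.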
USP2a block – inhibitors of human ubiquitin-specific protease USP2a | USP2 core, Ub-CHOP2 coupled fluorogenic reporter, 485/531 | 330,000 tested, 0.01% active | O75604 | AID 463254 | Potency, µM (titrated, usually from 38.3 µM), without a hit: at the top dose activity change, negative = inhibition, most hits filed as inhibitors;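 note: potency is the fitted concentration of half-maximal effect; plate controls were DMSO wells for no effect and full inhibition by NEM control for full effect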
Target sequence (O75604 whole entry, looked up): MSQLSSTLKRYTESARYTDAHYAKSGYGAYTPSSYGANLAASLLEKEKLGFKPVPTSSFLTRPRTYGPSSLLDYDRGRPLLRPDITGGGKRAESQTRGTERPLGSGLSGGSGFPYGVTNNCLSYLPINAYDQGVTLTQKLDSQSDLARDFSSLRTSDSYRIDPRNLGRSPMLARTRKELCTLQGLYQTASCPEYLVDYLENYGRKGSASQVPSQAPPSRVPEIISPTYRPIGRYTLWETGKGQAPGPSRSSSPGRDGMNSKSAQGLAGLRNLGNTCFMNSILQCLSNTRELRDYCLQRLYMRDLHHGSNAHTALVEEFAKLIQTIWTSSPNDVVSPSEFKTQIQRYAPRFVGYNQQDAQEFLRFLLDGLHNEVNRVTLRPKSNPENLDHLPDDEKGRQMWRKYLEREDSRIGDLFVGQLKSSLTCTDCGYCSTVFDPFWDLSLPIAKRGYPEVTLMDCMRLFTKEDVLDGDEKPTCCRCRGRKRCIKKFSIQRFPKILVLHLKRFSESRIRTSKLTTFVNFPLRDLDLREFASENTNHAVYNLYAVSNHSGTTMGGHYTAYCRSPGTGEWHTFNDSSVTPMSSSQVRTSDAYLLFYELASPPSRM
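Cell-free coupled assay: 10nM USP2 core preincubated 30min RT with compound in Tris-HCl pH 8.0/CaCl2/CHAPS buffer, then 25nM Ub-CHOP2 and 25nM reporter substrate; fluorescence (Ex 485/Em 531) read after 60min RT, normalized to NEM inhibition, concentration-response curves fitted.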
Chronic BCR inh – chronic active BCR signaling inhibition; 340,000 tested, 0.05% active; Potency, µM (doses to about 46.1 µM), inactives show at the top dose ratio change, negative = lower green/red ratio, usual class: inhibitors; AID 493014; ABC-DLBCL IkBa-CBG/CBR reporter, luminescence ratio, 4 h; active = well fitted inhibition curve with a large enough effect in the signal ratio, with a control signal flat, not every such curve was filed as active; inconclusive = small, poorly fitted or top-dose-only effect, or effect the other way, or a change in a side signal; the % refers to the signal ratio;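 note: potency is the fitted concentration of half-maximal effect; plate controls were basal doxycycline-induced cells for no effect and cells given 10 µM MG132 for full effect; MG132 reads +100%, hits lower the ratio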
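TMD8 ABC-DLBCL cells carrying doxycycline-inducible green luciferase fused to IkappaBalpha plus unfused red luciferase were exposed to compounds (up to 46 uM) for 4 hrs at 37C. Activity came from the overlap-corrected green/red luminescence ratio.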
PTAP TSG101 blk – blocks PTAP/TSG101 interaction to inhibit HIV-1 budding; AID 493005; Fluorescence polarization, FITC-PTAP peptide / Tsg101 binding; Potency, µM (doses to about 115 µM), inactives show top-dose activity change, negative = inhibition, actives largely listed as inhibitors; 340,000 tested, under 10 active; active = well fitted inhibition curve with a large enough effect in the main read-out, with a control signal flat, not every such curve was filed as active; inconclusive = small, poorly fitted or top-dose-only effect, or effect the other way, or a change in a side signal; inactive = no such curve, though single readings can be large or run the other way; note: potency is the fitted concentration of half-maximal effect; % of control where 0% means no effect
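FP read-out: FITC-PTAP peptide, 50 nM final, binding Tsg101 binding domain, 10 uM final; 20 min, r.t.; 10 mM HEPES pH 7.5, 0.15 M NaCl, 0.01% Tween 20, 3 mM EDTA, 0.1 mM TCEP.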
Tb PFK block – inhibitors of T. brucei phosphofructokinase | O15648 | T. brucei PFK, ADP-Glo luminescence | 330,000 tested, 0.17% active | Potency, µM (highest dose often 57.5 µM), inactives show at the top dose activity, negative = inhibition, actives largely listed as inhibitors;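 note: potency is the fitted concentration of half-maximal effect; 0% = uninhibited 1x PFK enzyme wells and -100% = no-enzyme wells; nearly all actives have a fitted effect of over 60% in size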
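In TEA buffer at pH 8.0 with 5 mM MgCl2, enzyme (1.25 nM) converted F6P (0.5 mM) and ATP (0.1 mM) for 45 min at room temperature. ADP product was read by luciferase luminescence.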
B2AR arrestin – beta2AR (human) beta-arrestin recruitment activity; P07550; beta-arrestin recruitment to beta2AR, cell-based reporter; Potency, µM (doses to about 46.1 µM), for the others: at the top dose activation, actives largely listed as activators; 330,000 tested, 0.02% active;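 note: potency is the fitted concentration of half-maximal effect; 0% = DMSO controls and full agonism = EC100 isoproterenol or metaproterenol; nearly all actives have a fitted effect of over 65% in size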
Target sequence (P07550 whole entry, looked up): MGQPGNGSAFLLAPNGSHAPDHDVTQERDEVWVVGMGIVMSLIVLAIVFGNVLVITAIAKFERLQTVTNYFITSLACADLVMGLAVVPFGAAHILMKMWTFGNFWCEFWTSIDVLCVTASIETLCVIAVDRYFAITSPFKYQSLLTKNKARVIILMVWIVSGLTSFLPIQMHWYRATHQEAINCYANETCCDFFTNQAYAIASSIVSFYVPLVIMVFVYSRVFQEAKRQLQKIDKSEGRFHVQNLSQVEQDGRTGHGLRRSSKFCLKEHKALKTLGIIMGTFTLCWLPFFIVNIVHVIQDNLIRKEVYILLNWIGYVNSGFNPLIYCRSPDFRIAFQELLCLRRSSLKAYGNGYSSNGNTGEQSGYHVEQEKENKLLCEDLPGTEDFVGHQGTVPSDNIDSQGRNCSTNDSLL
TCR activator – activates T cell receptor signaling. 330,000 tested, under 10 active. Potency, µM (top dose mostly 9.22 µM), inactives show at the top dose activation of IL-2 secretion, usual class: activators. primary human leukocytes, anti-CD3, IL-2 HTRF, 48 h. AID 504894; note: % of control where 0% means no effect
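HTRF read-out of IL-2 secretion: europium cryptate donor excited at 320nm, d2 acceptor emission at 665nm. Cells were primary human leukocytes incubated 48 hr with compounds and a-CD3 beads, supplying TCR signal only.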
Active calls of the source: *; ? = inconclusive; nt = not tested or not shown; [ ] = remark or other dose. Unless noted, calls come from the whole dose curve; as a rule, active = well fitted curve in the direction sought with a large enough effect; inconclusive = small, poorly fitted or top-dose-only effect, or another doubt; inactive = no such curve, though single readings can be large; an effect the other way counts as inactive or inconclusive.

SMILES	Mito fusion act	Eya2 phos inh	uPA generation	TSHR antag	ELG1 repair inh	USP2a block	Chronic BCR inh	PTAP TSG101 blk	Tb PFK block	B2AR arrestin	TCR activator
CCOc1ccccc1/C=N/NC(=O)c1cc(C(C)C)[nH]n1	-6%	-5%	0%	3	21%	0%	?	-2%	2%	-0.5%	-2%
O=C(OCC(=O)N1CCCC1)c1cncc(Br)c1	0%	11%	-2%	-6	17%	3%	?	-4%	-1%	0.1%	-5%
C/C(Cl)=C\Cn1c(NCCc2ccccc2)nc2c1c(=O)n(C)c(=O)n2C	6%	1%	-23%	-45	5.2µM*	0%	-1%	-1%	2%	0.1%	-5%
CCn1ccnc1CNC(=O)c1ccc2oc(C(C)C)nc2c1	-1%	2%	3%	-4	3%	1%	3%	-6%	3%	0.5%	1%
COc1ccc(CCNC(=O)CCc2ccc(S(=O)(=O)NC(C)C)cc2)cc1	-6%	0%	1%	-1	-8%	-1%	-4%	-3%	0%	4.7%	6%[46.1 µM]
O=C1OC(NC(=O)c2ccccc2)C(N2CCOCC2)=C1Cl (stereo unspecified)	4%	-17%	2%	1	-1%	1%	5%	-3%	-10%	-0.9%	-1%
Cc1ccc(-c2csc3ncnc(Oc4ccc5c(C)cc(=O)oc5c4)c23)cc1	13%	-5%	15%	-15	18µM*	-1%	-1%	1%	-1%	-0.1%	1%[46.1 µM]
O=C(O)C1CC(=O)N(CCc2c[nH]c3ccccc23)C1 (stereo unspecified)	-1%	-6%	-3%	-7	-4%	6%	?	2%	5%	0.0%	0%
O=[n+]1cc(-c2ccccc2)n([O-])c2c1CCCCC2	-3%	3%	-1%	-17	14%	1%	2%	-3%	4%	-1.2%	2%[46.1 µM]
CCOC(=O)c1sc2nc(CC(=O)OC)nc(N3CCN(c4ccccn4)CC3)c2c1C	-5%	-14%	3%	-4	9.2µM*	-2%	7%	0%	-9%	0.0%	nt
C/C(=N\NC(=O)c1ccc(F)cc1)c1cccc(NC(=O)c2ccco2)c1	0%	-10%	-9%	1	3%	1%	?	-2%	-4%	2.3%	-1%
Cc1cc(-c2nnc(SCC(=O)Nc3ccccc3Cl)n2C)no1	-1%	-5%	0%	-5	?	-2%	-2%	1%	0%	0.1%	-4%
CC1=C(C(=O)OC(C)C)C(c2ccc(C)o2)C(C(=O)OC(C)C)=C(C)N1	3%	?	3%	2	18µM*	2%	-1%	-6%	-1%	-0.6%	2%
CC(=O)N1Cc2ccccc2CC1C(=O)NCc1ccccc1F (stereo unspecified)	0%	-5%	1%	0	14%	2%	-5%	3%	2%	-0.2%	1%
COc1ccc(C(=O)NCC(=O)OCC(=O)N2CC(C)OC(C)C2)cc1OC (stereo unspecified)	nt	-10%	2%	-13	4%	3%	?	1%	0%	-0.8%	-1%
CN(C(=O)Cc1noc2ccccc12)c1ccccc1	nt	-3%	-6%	20	16%	6%	1%	0%	0%	-0.8%	-2%[46.1 µM]
COc1ccc(C(=O)Oc2cccnc2)cc1	-3%	7%	-5%	1	-2%	0%	5%	-1%	2%	0.1%	-3%
CN1C(c2ccc(F)cc2)=CS/C1=C(/C#N)c1nnc(N2CCOCC2)n1-c1ccccc1	0%	-20%	0%	-2	-25%	0%	5%	-4%	0%	-0.9%	-3%[46.1 µM]
CCOC(=O)N1CCC(NC(=O)CC2C(=O)NCCN2Cc2ccc(C)cc2)CC1 (stereo unspecified)	0%	5%	2%	5	1%	-1%	-2%	-2%	-6%	-0.4%	-12%
CCCc1nc2oc3c(OC)ncnc3c2c2c1COC(C)(C)C2	11%	-15%	-6%	-4	?	-3%	-21%	-12%	0%	-0.4%	nt
CCOC(=O)CC(=O)CSc1ccc2nnc(-c3ccc(C)cc3)n2n1	6%	6%	nt	-12	?	1%	-12%	-7%	-3%	0.2%	-6%
Cc1cccc(-c2noc(-c3ccc(F)cc3)n2)c1	-2%	-2%	nt	7	?	-1%	?	-6%	7%	0.5%	4%
Cn1c(SCC(=O)N2CCCC2=O)nc2ccccc21	-18%	4%	-1%	9	2%	4%	-13%	-2%	1%	-0.1%	-4%
CCCc1cc(=O)[nH]c(SCC(=O)Nc2ncc(S(=O)(=O)c3ccc([N+](=O)[O-])cc3)s2)n1	-2%	7%	-8%	-13	0%	1%	10%	-2%	-2%	-0.4%	-1%
CC12CCC(=O)N1C(C(=O)OCC(=O)Nc1sccc1C#N)CS2 (stereo unspecified)	2%	20%	-1%	-10	11%	3%	2%	-5%	2%	-0.2%	1%
CCCCN1C(=O)C(O)(CC(=O)c2ccccn2)c2ccccc21 (stereo unspecified)	1%	-4%	5%	-3	0%	2%	?	-2%	4%	-0.8%	8%
CN1CCN(C(=O)/C(=C/c2cn(S(=O)(=O)N(C)C)c3ccccc23)NC(=O)c2ccccc2F)CC1	1%	9%	?	17	-25%	2%	0%	-3%	2%	-0.1%	1%
COc1ccc(-c2cc(-c3ccc(OC)cc3)c(C#N)c(SC)n2)cc1	-2%	-2%	4%	-6	21%	0%	?	33%[activator]	0%	-0.9%	-2%[46.1 µM]
CC1CCCCN1C(=O)CCS(=O)(=O)c1cccc2nonc12 (stereo unspecified)	3%	-11%	6%	-8	1%	9%	2%	1%	-1%	-0.1%	-1%
COc1ccc(Cl)c2sc(N(Cc3cccnc3)C(C)=O)nc12	3%	-1%	-10%	-1	3%	-1%	-2%	-6%	4%	0.3%	-5%
COc1cc(OC)cc(C(=O)Nc2ccc(S(=O)(=O)Nc3nc(C)cc(C)n3)cc2)c1	-1%	15%	0%	11	?	5%	?	-2%	2%	0.0%	-6%
CC1CCN(c2nc3c(c(=O)n(C)c(=O)n3C)n2Cc2ccccc2)CC1	1%	-12%	-5%	-13	-19%	2%	7%	-1%	-3%	-0.2%	-1%
Cc1ccc(CNC(=O)c2ccccc2SCC(=O)NCC2CCCCC2)cc1	-1%	-12%	-3%	10	?	3%	10%	-4%	2%	-0.9%	6%[46.1 µM]
Cc1ccc(C)c(N2CCN(S(=O)(=O)c3ccc4[nH]c(=O)ccc4c3)CC2)c1	-1%	14%	2%	-10	17%	1%	0%	0%	0%	0.3%	6%
CN(C)S(=O)(=O)N1CCN(c2cc(Cl)ccc2Cl)CC1	13%	-1%	0%	-12	0%	-10%	2%	-13%	-12%	-0.7%	4%
CNC(=O)COC(=O)c1ccc(OCC(=O)Nc2ccccc2OC)c(OC)c1	1%	6%	-3%	-3	?	0%	0%	-6%	-3%	0.5%	0%
COc1ccc(NC(=O)CCC2COc3ccccc3O2)c(OC)c1 (stereo unspecified)	0%	-15%	-3%	-3	-2%	2%	13%	-4%	-5%	-0.1%	2%
Cc1nc(N)sc1-c1nnc(SCC(=O)Nc2ccccc2C(F)(F)F)n1C	-2%	2%	3%	1	-1%	2%	?	1%	-2%	-1.1%	5%
C/C(=C\c1cc(C(=O)O)c(C)o1)CO	-6%	10%	3%	11	16%	-1%	3%	-2%	11%	-0.3%	nt
COc1cccc(-c2nc3n(n2)C(c2ccc4c(c2)OCO4)C(C(N)=O)=C(C)N3)c1 (stereo unspecified)	5%	1%	-8%	18	-10%	0%	?	-7%	-1%	0.0%	-2%
CCOc1ccc2nc(SCC(=O)N3c4ccccc4Sc4ccccc43)c(C#N)cc2c1	0%	13%	4%	0	-1%	3%	2%	-5%	-3%	-0.2%	3%[46.1 µM]
CN(C)c1ccc(/C=N/Nc2nncc3ccccc23)cc1	2%	-16%	-12%	-7	?	0%	-15%	-1%	4%	-0.4%	-2%
Cc1ccc(N/C=C(\C2OC(=O)c3ccccc32)[N+](=O)[O-])c(C)c1 (stereo unspecified)	9%	-15%	-2%	-3	?	0%	11%	-7%	?	0.3%	-2%
COc1ccc(/C=C(\NC(=O)c2ccc(C)cc2)C(=O)Nc2c(C)n(C)n(-c3ccccc3)c2=O)cc1	6%	-9%	1%	-1	-7%	0%	-1%	-3%	-2%	0.1%	-5%
CC(=O)Nc1ccc(S(=O)(=O)NCC(=O)OCC(=O)Nc2sccc2C(N)=O)cc1	-1%	-8%	-16%	-23	20%	0%	0%	-7%	-4%	-0.2%	-7%
O=C(NCCN1CCOCC1)c1cc(Sc2ccccc2Cl)nc2ccccc12	0%	0%	nt	14	2%	1%	-2%	nt	0%	-0.5%	2%
